IL-1B inflam inh – blocks inflammasome-driven IL-1 beta release. activity change, % at 57.5 µM. THP-1 LPS/ATP IL-1B secretion, AlphaLISA, 16 h; active compounds read low. 4.7% of 360,000 active; in the data active = activity change below about -50%; inconclusive = mostly about -30% to -49%; also: % is scaled to controls: 0 for no effect and ±100 for the full control effect
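THP-1 cells pretreated 1 hr with compounds (up to 57.5 uM final), then stimulated with LPS (250 ng/mL final) plus ATP (1.25 mM final); secreted IL-1B measured by AlphaLISA after 16 hr, decreased signal indicating inhibition.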
TGFb SMAD3 inh – TGF-b pathway inhibition. Potency, µM (highest dose often 46.1 µM), inactives show at the highest dose activity, negative = inhibition, most hits filed as inhibitors. 1.2% of 410,000 active. HepG2 CAGA-GFP TGF-b/SMAD3 reporter, GFP fluorescence, 18 h; TGF-beta stimulated, 500 pg/mL final. AID 588855; also: potency is read from the fitted curve at half-maximal effect; % is scaled to controls: 0 for no effect and ±100 for the full control effect; nearly all actives have a fitted effect of over 65% in size
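Cell-based qHTS in HEPG2 carrying a CAGA-GFP Smad reporter; compounds added before 500 pg/mL final TGF-beta, 18 h incubation at 37 degrees C, GFP fluorescence quantified per cell by imaging cytometry.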
Nrf2 activator – activators of Nrf2 (ARE) signaling | AREc32 ARE-luciferase reporter (MCF7-derived line), luminescence, 24 h | Potency, µM (series often up to 46.1 µM), inactives show at the highest dose activation, most hits filed as activators | 0.31% of 410,000 active | AID 624171; also: potency is read from the fitted curve at half-maximal effect; % of control where 0% means no effect; nearly all actives have a fitted effect of over 65% in size
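ARE-driven firefly luciferase activity in AREc32 cells measured after a 24 hr compound exposure at 37 deg C, using Steady-Glo reagent and a 30 min room-temperature hold.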
Nrf2 block – blocks Nrf2 signaling. A549 ARE-Fluc reporter, luciferase luminescence, 18-24 h. Potency, µM (titrated, usually from 46 µM), for the others: at the highest dose activity change, negative = inhibition, most hits filed as inhibitors. 2.1% of 360,000 active. AID 504444; also: potency is read from the fitted curve at half-maximal effect; % is scaled to controls: 0 for no effect and ±100 for the full control effect; nearly all actives have a fitted effect of over 60% in size
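Nrf2 activity is the BugLite luminescence, read 15 min after reagent at room temperature, following CellTiter-Fluor cytotoxicity readout (30 min, 37C). Compound titrations were applied for 18-24 h to 5000 A549 ARE_Fluc cells/well in 5% FBS OPTI-MEM.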
A549 viability – A549 cytotoxicity, counter-screen for Nrf2 inhibitors | A549 ARE-Fluc cells, CellTiter-Fluor viability, 18-24 h | Potency, µM (titrated, usually from 46 µM), for inactives: top-dose activity change, negative = cytotoxicity, hits mostly inhibitors | 0.16% of 390,000 active; also: potency is read from the fitted curve at half-maximal effect; % is scaled to controls: 0 for no effect and ±100 for the full control effect
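Cytotoxicity counterscreen: CellTiter-Fluor fluorescence was measured in A549 ARE_Fluc cells after 18-24 h of compound exposure in a concentration series. The subsequent BugLite luminescent read reports ARE-luciferase activity.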
MCF10A rereplic – inducers of DNA re-replication in MCF 10A breast cells | Potency, µM (highest dose often 46.1 µM), for inactives: at the highest dose activity, positive = re-replication, most hits filed as activators | MCF 10A DNA re-replication, Hoechst nuclear intensity, 48 h | AID 624296 | 2.9% of 350,000 active; also: potency is read from the fitted curve at half-maximal effect; % of control where 0% means no effect; nearly all actives have a fitted effect of over 50% in size
ATXN viability – cell viability loss in ATXN counter-screen; S2 cells (HEK-293 line with an ATXN2-luciferase reporter) viability, CellTiter-Fluor protease fluorescence, 24 h; Potency, µM (top dose mostly 56.7 µM), usual class: cytotoxic; 0.49% of 400,000 active; AID 651635; also: potency is read from the fitted curve at half-maximal effect; nearly all actives have a fitted effect of over 40% in size
ATXN2 expr inh – inhibitors of ATXN2 expression | HEK-293 ATXN2-luciferase reporter, luminescence, 24 h | Potency, µM (doses to about 57 µM), without a hit: top-dose activity change, negative = inhibition, usual class: inhibitors | 0.72% of 360,000 active | AID 1745845; also: potency is read from the fitted curve at half-maximal effect; % is scaled to controls: 0 for no effect and ±100 for the full control effect; nearly all actives have a fitted effect of over 55% in size
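ATXN2-luciferase reporter cells (luciferase flanked by upstream and downstream ATXN2 gene portions) were treated 24 h at 37 °C with compounds at up to 57 uM. SteadyGlo luminescence gave expression; GF-AFC fluorescence gave viability.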
HepG2 tox – kills HepG2 cells in TGF-b inhibitor counter-screen | HepG2 CAGA-GFP viability, ATP luminescence, 18 h | Potency, µM (series often up to 46.1 µM), inactives show top-dose activity change, negative = cytotoxicity, usual class: cytotoxic | 0.76% of 410,000 active; also: potency is read from the fitted curve at half-maximal effect; some results filed as inactive show a strong effect at the top dose
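HepG2 CAGA-GFP cells (1000/well, DMEM with 1% FBS) received compound, then TGF-beta at 500 pg/mL final, and were incubated 18 hours at 37 degrees C. Viability was read by CellTiter-Glo luminescence. Media-only wells were set as complete cell-killing and DMSO as no toxicity.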
* hit, by the source's call; i = inactive; ? = inconclusive; . = not tested or not shown; [ ] = dose if it differs, or a comment. Unless noted, calls follow the shape of the dose curve; as a rule, active = well fitted curve in the direction sought with a large enough effect; inconclusive = small, poorly fitted or top-dose-only effect, or another doubt; inactive = no such curve, though single readings can be large; an effect the other way counts as inactive or inconclusive.

SMILES	IL-1B inflam inh	TGFb SMAD3 inh	Nrf2 activator	Nrf2 block	A549 viability	MCF10A rereplic	ATXN viability	ATXN2 expr inh	HepG2 tox
CCC1(c2ccc(F)cc2)NC(=O)N(CC(=O)NC2CCCCCC2)C1=O (stereo unspecified)	-9	0%	-0.1%	4%	-3%	3%	i	-17%	1%
CCOc1ccc(/C=C(\C#N)c2nc3ccccc3c(=O)[nH]2)cc1OC	.	0%	6.7%	?	-3%	.	i	24%	-10%
O=C(COC(=O)c1cccs1)Nc1ccc(Cl)cn1	-13	7%	0.2%	-4%	-2%	-3%	i	13%	7%
COCCNC(=O)CSc1nc2sc(C)c(C)c2c(=O)n1-c1ccccc1	5	1%	0.2%	-13%	?	-1%	i	0%	-48%
O=C(CSc1ccc(-c2ccccn2)nn1)NCc1ccc(Cl)cc1	113	0%	0.7%	?	0%	?	i	?	-10%
COc1ccc(-c2cncnc2N)cc1OC	-5	2%	-0.9%	.	.	.	?	.	-9%
CCOC(=O)c1cccnc1SC(CC)C(=O)NCc1ccco1 (stereo unspecified)	15	-4%	12%	.	-1%	-8%	i	5%	-3%
CC1Cn2c(nnc2-c2ccccc2O)S1 (stereo unspecified)	-20	17%	-0.8%	-10%	7%	?	i	-1%	3%
O=C(c1ccncc1)N1CCN(C2CCC(c3ccccc3)CC2)CC1 (stereo unspecified)	13	-6%	-0.4%	21%	2%	?	i	0%	31%
COc1n[nH]c(C(=O)Nc2cc(F)ccc2C)c1[N+](=O)[O-]	-12	-17%	0.1%	-1%	0%	4%	i	-15%	-7%
CCOC(=O)c1cc(-c2ccccc2)n(CC(=O)NCc2ccc(C)cc2)c1C	.	0%	-1.3%	.	-2%	.	.	.	-2%
CN(C(=O)c1ccc(F)cc1)c1ccccc1C(=O)NCc1ccccc1	9	8%	-0.5%	3%	3%	18%	i	1%	10%
CCOc1ccccc1NC=C1C(=O)OC2(CCCCC2)OC1=O	0	5%	0.0%	4%	-3%	-3%	i	4%	-15%
Cc1cccc(CN2CCN(Cc3cccc4nonc34)CC2CCO)n1 (stereo unspecified)	17	21%	-0.3%	3%	3%	1%	i	-3%	3%
CN(C)C(=O)c1ccc(NC(=O)COc2cccc(Oc3ccccc3)c2)cc1	15	-14%	-0.1%	3%	1%	-1%	i	-19%	0%
CCCN(C(=O)COC(=O)COc1c(C)cccc1C)c1c(N)n(Cc2ccccc2)c(=O)[nH]c1=O	23	1%	-0.3%	1%	1%	6%	i	3%	47%
Cc1cc(C)n(S(=O)(=O)c2ccc(C)c(C)c2)n1	0	-8%	0.3%	4%	0%	6%	i	17%	1%
CN1C(=O)c2ccccc2Sc2ccc(NC(=O)NCc3ccccc3Br)cc21	.	?	0.1%	11%	-11%	.	.	.	-49%
COC(=O)COc1cccc(NC(=O)C(c2ccccc2)c2ccccc2)c1	-7	-21%	-0.3%	-5%	-3%	6%	i	13%	-29%
CC(=O)C1=C(O)C(=O)N(Cc2ccco2)C1c1cccc(F)c1 (stereo unspecified)	4	14%	0.0%	6%	-2%	-2%	i	3%	-3%
Cc1ccc(C)n1-c1nnc(N2CCCC(C(=O)NCc3cccc(F)c3)C2)s1 (stereo unspecified)	.	?	13%	0%	9%	.	i	4%	-17%
Cc1nc(SC2CC(=O)N(c3ccc([N+](=O)[O-])cc3)C2=O)nc2c1CCCC2 (stereo unspecified)	8	-4%	-0.3%	-4%	-1%	?	i	-5%	-11%
CCN(CC)S(=O)(=O)c1ccc2c(c1)N(CC(=O)N1CCN(c3cccc(C(F)(F)F)c3)CC1)C(=O)CO2	.	?	5.4%	.	-24%	.	?	-23%	-32%
CC(C)(C)[C@H]1COC(=O)[C@H](NC(=O)OCC2c3ccccc3-c3ccccc32)C/C=C\C[C@@H](CC(=O)N[C@H](CO)Cc2ccccc2)C(=O)N1	8	-8%	3.4%	2%	-13%	1%	i	-2%	-35%
COC(=O)CC1=Nc2ccccc2NC(=O)C1	4	-15%	2.7%	4%	-3%	0%	i	-3%	-13%
S=C(NCCSCc1c(Cl)cccc1Cl)Nc1ccccc1	-29	?	-0.4%	?	-8%	?	i	-17%	-78%
CN(C[C@@H](Cc1cccc2ccccc12)N(C[C@H](Cc1ccccc1)N(CCc1ccccc1)N=O)N=O)N=O	18	-1%	2.6%	-2%	-4%	-2%	i	-9%	-10%
COC(=O)Cc1ccc(NC(=S)Nc2cccc(C)n2)cc1	17	-5%	4.9%	?	-7%	-7%	i	3%	5%
O=C(CCN1C(=O)c2ccccc2C1=O)Nc1ccccc1C(=O)N1CCOCC1	12	10%	-0.2%	19%	-9%	2%	i	2%	-2%
O=c1c(Cc2ccc(F)cc2)c(O)ccn1C1CCCCC1	11	-1%	0.1%	?	-4%	-3%	i	0%	0%
CCCOc1ccccc1C(=O)N(Cc1cccs1)C1CCS(=O)(=O)C1 (stereo unspecified)	-10	-3%	0.1%	-14%	-13%	-2%	i	-7%	12%
CCOc1cc(C(=O)NCCC(=O)N2CCC3(CC2)NCCc2[nH]cnc23)cc(OCC)c1OCC	0	3%	0.1%	16%	-1%	-1%	i	12%	10%
O=c1[nH]c2c(Br)cnc([N+](=O)[O-])c2[nH]1	12	-7%	0.2%	3%	-1%	1%	i	-8%	-5%
CCCCNc1nc2c(c(=O)n(C)c(=O)n2C)n1Cc1cccc(OC)c1	-59*	?	2.5%	5.8µM*	-26%	23%	i	-31%	-42%
CC(=O)c1cccc(NC(=O)c2ccc3c(c2)C(=O)N(Cc2cccnc2)C3=O)c1	0	?	0.2%	2%	-1%	-1%	i	5%	-25%
CCC(NC(=O)CCl)c1ccc(C)cc1 (stereo unspecified)	-93*	3%	?	23µM*	?	11%	i	-2%	0%
CCN(C(=O)COC(=O)CCNS(=O)(=O)c1ccccc1F)c1c(N)n(Cc2ccccc2)c(=O)[nH]c1=O	11	-5%	-0.1%	7%	2%	-1%	i	-3%	-2%
O=C(CN1CCN(c2ccc(F)cc2)CC1)c1ccc(O)cc1O	8	-18%	0.2%	1%	-9%	-4%	i	.	-3%
Cc1ccccc1NS(=O)(=O)c1cc(C(=O)NCCSC2CCCCC2)ccc1C	-1	?	2.1%	?	-9%	0%	?	?	-2%
COc1cc(/C=N/N2CCN(C3c4ccccc4-c4ccccc43)CC2)ccc1O	0	?	0.2%	.	?	?	i	-8%	-64%
O=C(CCCCn1ccc(=O)[nH]c1=O)Nc1ccc(C(=O)O)c(O)c1	4	10%	0.1%	-2%	-5%	3%	i	2%	0%
Cn1c(=O)c2c(SCC(=O)N3CCc4ccccc43)nc(-c3ccc(Cl)cc3)nc2n(C)c1=O	.	16%	-1.7%	.	11%	.	i	9%	15%
O=C(CCN1C(=O)/C(=C\c2ccccc2)SC1=S)Nc1ccc(C(=O)O)cc1	30	-17%	0.3%	9%	4%	6%	i	10%	-9%
COc1ccc(C(=O)n2nc(C)cc2Nc2ccccc2)cc1	15	-11%	7.8%	?	4%	14%	i	59%[activator]	-6%
O=C(c1ccccc1F)N1c2nc(-c3ccco3)nn2C2(CCCCC2)[C@@H]2CCCC[C@@H]21	.	?	8.7%	6%	-19%	.	.	.	-20%
CCCCCCCOc1ccc(C2(C)NC(=O)NC2=O)cc1 (stereo unspecified)	-17	3%	-0.1%	-22%	0%	?	i	-3%	3%
COCCN1CCN(Cc2cn(C)nc2-c2ccc(Oc3ccccc3)cc2)CC1	?	19%	0.4%	-5%	-2%	?	i	-9%	-10%
COc1ccccc1CCN1CCCC(CN(C)CC(C)(C)CO)C1 (stereo unspecified)	-6	0%	0.1%	1%	-1%	?	i	-12%	-24%
O=C(NCC1CCCO1)c1ccc(Cl)c(F)c1F (stereo unspecified)	-2	0%	3.1%	11%	0%	2%	i	2%	-12%
Cc1ccc(OCC(=O)Nc2ccc(-n3cnnn3)cc2)c(C)c1	-9	27%	0.0%	2%	0%	9%	i	-12%	3%

Continuation:
SMILES	IL-1B inflam inh	TGFb SMAD3 inh	Nrf2 activator	Nrf2 block	A549 viability	MCF10A rereplic	ATXN viability	ATXN2 expr inh	HepG2 tox
COc1ccc(-c2cc(C(F)F)n3ncc(C(=O)N4CCc5ccccc54)c3n2)cc1	46	9%	-0.7%	?	-11%	4.6µM*	i	.	5%
COC(=O)c1c(-c2cccs2)csc1NC(=O)c1cc(OC)c(OC)c(OC)c1	.	7%	-0.8%	-13%	-10%	.	.	.	-19%
CC(C)(C)OC(=O)C[C@@H]1C/C=C\C[C@@H](CC(=O)NCCO)C(=O)N[C@H](C(C)(C)C)COC1=O	1	8%	0.7%	2%	-5%	2%	i	6%	0%
O=C(NCc1cccc(F)c1)c1cccc2c1C(=O)c1ccc(Cl)cc1S2(=O)=O	0	-3%	5.2%	2%	-9%	?	i	0%	1%
COc1cc(CNc2ccc3[nH]c(=O)[nH]c3c2)ccc1OCc1ccc(Cl)cc1	-2	11µM*	5.0%	-12%	-8%	16%	?	4%	-54%
Cc1cc(NC(=O)CSc2nnc(-c3ccncc3)n2-c2ccccc2)no1	0	9%	-1.0%	-16%	-5%	4%	i	.	-2%
Cc1ccc(NC(=O)CNC(=O)c2ccc(Oc3ccccc3)cc2)nc1	-3	3%	0.7%	-22%	-7%	2%	i	7%	-8%

Quoted from the listing:
Reading of Cc1ccc(NC(=O)CNC(=O)c2ccc(Oc3ccccc3)cc2)nc1 under A549 viability: -7%
Reading of Cc1cc(NC(=O)CSc2nnc(-c3ccncc3)n2-c2ccccc2)no1 under A549 viability: -5%

Shown as a hit in IL-1B inflam inh, among the entries above:
mol	IL-1B inflam inh	TGFb SMAD3 inh	Nrf2 activator
CCCCNc1nc2c(c(=O)n(C)c(=O)n2C)n1Cc1cccc(OC)c1	-59*	?	2.5%
CCC(NC(=O)CCl)c1ccc(C)cc1 (stereo unspecified)	-93*	3%	?
